Screens deposited in PubChem by several laboratories.
NS5 inhibitors: Dengue-2 NS5 methyltransferase inhibitors, primary screen, biochemical, confirmation dose response (AID 588689); Genome polyprotein (Dengue virus type 2 (strain 16681-PDK53)); Dengue-2 NS5 methyltransferase capping enzyme assay, biochemical; higher % means a stronger effect; one-dose inhibition, % at 25 µM; IC50 in µM for titrated hits; 340,000 tested, 0.3% active; in the data active = a potency from the dose series
PhoP inhibition: inhibitors of PhoP regulon expression, primary screen, Salmonella Typhimurium, GFP reporter (AID 1863) | S. Typhimurium PhoP-regulated promoter GFP reporter, 4 h; higher % means a stronger effect | one-dose inhibition, % at 50 µM; IC50 in µM for titrated hits | 300,000 tested, 0.16% active;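 active = inhibition over 29.93%, a cutoff 3 SD above the screen mean, later confirmed by dose response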;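 note: 0% = low Mg2+ inducing control and 100% = high Mg2+ repressing control; strong numbers were not always called active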
NTR1 ag: agonists of NTR1, primary screen, imaging, U2OS cells, beta-arrestin-GFP, high content (AID 493036); Neurotensin receptor type 1 (Homo sapiens), P30989; NTR1-U2OS beta-arrestin-GFP spot imaging, agonist mode; activation, % at 20 µM; 330,000 tested, 0.17% active;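 active = activation at or above 40% of the spot to cytoplasm intensity ratio, with at least 20 cells analyzed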;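 note: 0% = DMSO without peptide and 100% = 100 nM NTR1 peptide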
Target sequence (P30989 whole entry, looked up): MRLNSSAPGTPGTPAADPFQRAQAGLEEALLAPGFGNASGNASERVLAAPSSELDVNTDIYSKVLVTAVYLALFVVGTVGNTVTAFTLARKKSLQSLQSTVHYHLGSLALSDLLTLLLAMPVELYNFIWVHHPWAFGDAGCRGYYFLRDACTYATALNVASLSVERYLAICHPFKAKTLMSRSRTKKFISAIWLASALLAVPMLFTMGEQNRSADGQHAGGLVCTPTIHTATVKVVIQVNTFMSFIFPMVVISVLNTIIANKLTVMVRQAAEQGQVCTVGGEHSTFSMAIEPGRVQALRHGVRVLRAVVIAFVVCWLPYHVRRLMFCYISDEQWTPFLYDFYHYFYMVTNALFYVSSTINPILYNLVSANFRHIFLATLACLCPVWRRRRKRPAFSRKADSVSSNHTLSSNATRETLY
T cell HTS: modulators of CD8 T cell-vesicle binding, primary screen, mouse 2C CD8+ T cells, flow cytometry; calls only at 7 µM; 2C CD8+ T cell-vesicle binding; stronger effect = lower value; 330,000 tested, 0.068% active; AID 2052, 2009;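 active = response, share of CD8 T cells binding vesicles, and their 90th percentile fluorescence all below set limits, cut at about 80% in these data, passing the limit was not always enough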
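System: murine 2C transgenic CD8+ T lymphocytes; also added: QL9-loaded Drosophila micro-vesicles; times: binding 1.5 h at 37 °C; measured by: flow cytometry, PE anti-B7-1 (FL2) versus Alexa647 anti-CD8 (FL8), PFA-fixed; control set: Peptide-free naked vesicles (low) and QL9 vesicles with 0.7% DMSO vehicle (high)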
SV40 large T antigen: SV40 large T antigen inhibitors, biochemical (AID 1903). SV40 large T antigen ATPase/helicase inhibition assay; higher % means a stronger effect. inhibition, % at 20 µM; hits with a dose series show IC50 in µM. 310,000 tested, 0.39% active; in the data active = a potency from the dose series; note: strong numbers were not always called active
RSV CPE inhibition: RSV antiviral activity via CPE protection, HEp-2 cells, primary 10 µM value included (AID 2391); CPE inhibition, % at 10 µM; hits with a dose series show IC50 in µM; HEp-2 cells, RSV-induced CPE inhibition; higher % means a stronger effect; 310,000 tested, 0.13% active; in the data active = a potency from the dose series; note: strong numbers were not always called active
UTI89 phage lysis: inhibition of K1F phage lysis, E. coli UTI89, bacterial capsule biogenesis inhibitors, alamar blue (AID 488966); 340,000 tested, 0.02% active; E. coli UTI89 K1F phage lysis, alamar blue, 2 h; higher % means a stronger effect; inhibition, % at 100 µM, or IC50 in µM where a hit was titrated;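 active = phage lysis inhibition, versus mean bacterial control, above a set limit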;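 note: capsule biogenesis inhibitors block K1F phage lysis so surviving cells raise fluorescence; higher fluorescence means more inhibition of phage lysis; actives were called in the ten point dose series up to 300 µM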
West Nile virus CPE: West Nile virus antiviral activity, cell-based, CPE readout (AID 1621) | 290,000 tested, 0.02% active | CPE inhibition, % at 10 µM; hits with a dose series show IC50 in µM | West Nile virus-infected cells, CPE inhibition; higher % means a stronger effect; in the data active = a potency from the dose series; note: strong numbers were not always called active
MgcRacGAP inhibition: MgcRacGAP GTPase-activating activity inhibitors, confirmation, biochemical, ADP Hunter fluorescence. MgcRacGAP-stimulated Rac1 GTP hydrolysis, ADP Hunter fluorescence; higher % means a stronger effect; GST-tagged Rac1 F28L mutant substrate. 340,000 tested, 0.6% active. AID 624330, 2012. one-dose inhibition, % at 30 µM; IC50 in µM for titrated hits. Rac GTPase-activating protein 1 (Homo sapiens);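 active = first-screen hits whose inhibition reached a set limit at any dose in the follow-up dose series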;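 note: fluorescence reports GDP produced by GAP-driven GTP hydrolysis; strong numbers were not always called active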
T cell HTS vesicle-bound %: recorded beside T cell HTS, whose call it bears; double positive events, %; measured here: CD8+ vesicle-bound cell fraction;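 binding gate set so that unloaded-vesicle control wells show 10% double positive cells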
NTR1 ag cell count 20 µM: further read-out of NTR1 ag, marked with its call; cell count; measured here: cell count, cytotoxicity flag
NS5 inhibitors pilot replicate: second read-out of NS5 inhibitors, no call of its own (marks repeat the call); inhibition, %; measured here: pilot screen replicate inhibition
The depositor's hits bear a star; i = inactive; x = no result given; [ ] = dose if it differs, or a comment.

SMILES	NS5 inhibitors	PhoP inhibition	NTR1 ag	NTR1 ag cell count 20 µM	T cell HTS	T cell HTS vesicle-bound %	SV40 large T antigen	RSV CPE inhibition	UTI89 phage lysis	West Nile virus CPE	MgcRacGAP inhibition	others
CCC(C)Oc1cc(-c2ccnc(Nc3cccc(Cl)c3)n2)ccn1 (centres undefined)	-10%	-5%	15	67	i	21	17%	-3.5%	2.2%	0.9%	6%
Cc1ccc(C)c(S(=O)(=O)N2CCN(C(=O)CCC(=O)NCc3ccc(Cl)cc3)CC2)c1	-2%	x	0.2	94	i	15	x	-0.5%	-0.6%[50 µM]	x	2%
O=C(Nc1cccnc1)Nc1ccc(F)c(Cl)c1	-12%	1%	0.7	78	i	39	4%	x	-7.1%	-0.5%	12%
Cc1nc(C)c(/C(O)=C\c2nc3ccc([N+](=O)[O-])cc3oc2=O)o1	x	-4%	0.0	53	i	24	8%	0.8%	x	0.0%	x
CCOc1ccc(N2C(=O)CC(Sc3n[nH]c(-c4ccccc4)n3)C2=O)cc1 (centres undefined)	-2%	-5%	1.7	79	i	21	34%	2.4%	-0.7%	-0.4%	10%
COc1ccc(CN(C)S(=O)(=O)c2nnc(NC(=O)c3ccccc3Br)s2)cc1	8%	-9%	2.8	81	i	44	13%	9.3%	0.1%	-0.2%	5%
CC1CCc2nc(NC(=O)Nc3ccc4c(c3)OCO4)sc2C1 (centres undefined)	1%	-3%	7.9	43	i	17	4%	2.1%	1.0%[50 µM]	-0.1%	-7%
C=CCS/C(=N\n1cnc2ccccc2c1=O)N(CC)CC	-3%	14%	0.3	42	i	16	5%	0.7%	0.1%	-0.5%	9%
CC1Oc2ccccc2OC1(O)c1ccc2ccccc2n1 (centres undefined)	-2%	4%	0.8	55	i	56	27%	2.5%	1.0%[50 µM]	-0.2%	6%
CCCNC(=S)NC1CC2CCCC(C1)N2Cc1ccc(F)cc1 (centres undefined)	2%	5%	1.5	64	i	52	8%	-0.2%	-0.8%	-0.8%	-4%
COCc1cc(C)n(CC(=O)N/N=C/c2ccc(-c3ccc(Cl)c(C(=O)O)c3)o2)c(=O)c1C#N	5%	-9%	0.6	69	i	33	12%	1.3%	-0.3%	-0.5%	11%
CC(C)c1ccc(NC(=O)CN(Cc2ccccc2)S(C)(=O)=O)cc1	2%	8%	-2.3	81	i	25	28%	2.0%	0.6%	-1.3%	2%
O=C(c1cc(S(=O)(=O)N2CCOCC2)c(Cl)cc1Cl)N1CCCC1	0%	x	-0.2	64	x	x	x	x	0.9%[50 µM]	x	2%
CC(C)CNC(=O)CC(=O)NN=C1CCCC1	2%	11%	-2.2	62	i	24	6%	0.1%	2.9%	-0.2%	4%
COc1ccccc1CNC(=O)CCn1c(=O)[nH]c2ccsc2c1=O	1%	-12%	1.2	67	i	45	0%	2.2%	1.0%	0.5%	7%	NS5 inhibitors pilot replicate=-2.9
Cc1cccc(C(C(=O)NC2CCCC2)N(C(=O)c2csnn2)C2CC2)c1 (centres undefined)	-2%	3%	-1.1	58	i	22	16%	-0.3%	0.0%	-1.4%	4%
COc1ccc(S(=O)(=O)N2CCN(CC(=O)Nc3cc(Cl)ccc3Cl)CC2)cc1	0%	x	2.1	57	i	48	x	2.5%	0.1%[50 µM]	x	5%
O=c1[nH]c(=S)n(-c2ccc(Br)cc2)c2ncccc12	-3%	x	0.7	50	i	37	13%	-0.7%	0.2%	x	-3%
O=C(NC1CCCC1)C(c1ccccc1)N(C(=O)c1csnn1)C1CCCC1 (centres undefined)	1%	-6%	-0.9	48	i	20	9%	0.2%	-0.1%	-0.8%	3%
Cn1nccc1C(=O)NC1CCCc2c1cnn2-c1ccccc1F (centres undefined)	-3%	6%	0.4	70	i	13	2%	0.1%	-0.1%	0.5%	4%
COc1ccccc1CCNC(=O)C(=O)NCC1CCCN1S(=O)(=O)c1ccccc1 (centres undefined)	-1%	-1%	2.6	55	i	24	16%	10%	0.7%[50 µM]	x	3%
C1CCc2c(nc3nnnn3c2NCC2CC2)C1	-11%	3%	-0.2	55	i	28	6%	2.0%	0.0%	0.1%	9%
COc1ccc(Cc2nnc(SCC(=O)Nc3ncc(C)s3)o2)cc1	-10%	-2%	-0.5	81	i	7	3%	0.3%	0.5%	0.2%	7%
Cc1ccccc1S(=O)(=O)Cc1ccc(C(=O)NCc2ccc(F)cc2)o1	1%	8%	-0.9	73	i	59	1%	0.9%	0.2%	-0.8%	7%
Cc1ccc(OCC(=O)Oc2ccc(C)c(C)c2)cc1	-3%	-4%	-0.3	75	i	43	10%	0.0%	0.0%	0.6%	17%	NS5 inhibitors pilot replicate=4.6
Cn1cc(CN2CCC(n3nccc3NC(=O)c3ccccc3Cl)CC2)cn1	-1%	-4%	0.8	51	i	13	26%	0.7%	0.1%	-0.4%	11%
O=C1NC[C@H](c2ccccc2)N(CCc2cccc(F)c2)C1=O	3%	-2%	-2.3	75	i	53	6%	-0.1%	1.8%	0.6%	8%
COc1ccc(C2C(C#N)C(C#N)N3CCCN23)cc1 (centres undefined)	-3%	-16%	-0.3	95	i	22	7%	0.6%	0.2%	-0.4%	5%
OC1CCCCC1Sc1nc2ccccc2s1 (centres undefined)	-6%	3%	-1.0	46	i	8	9%	0.9%	0.8%	-0.3%	3%
NC1=NC(=O)/C(=C\c2ccc(-c3ccc(Cl)cc3)o2)S1	19%	-2%	6.4	79	i	54	6%	17%	1.3%	-0.6%	8%
[N-]=[N+]=NC[C@H](Cc1ccccc1)N1CC[C@@H](NC(=O)OCc2ccccc2)CCC1=O	-4%	4%	-1.6	72	i	36	8%	0.2%	0.4%	0.0%	6%
Cc1ccc(NC(=O)CCNS(=O)(=O)c2cccc3nsnc23)cc1	-5%	-14%	3.1	57	i	4	-66%	1.2%	0.2%	-0.3%	8%
Cc1ccc(SCC(=O)NCc2ccccc2)cc1	-8%	2%	-0.9	68	i	38	7%	0.5%	1.7%	-0.4%	9%
Cc1ccc(Oc2nnc(-c3ccccc3)cc2C#N)cc1	-7%	5%	5.2	61	i	44	11%	0.5%	-0.5%[50 µM]	-0.1%	12%
CCN(CC(=O)Nc1cccc(S(=O)(=O)N(C)c2ccccc2)c1)Cc1ccccc1	1%	x	1.5	97	i	10	x	4.3%	1.4%[50 µM]	x	1%
COc1ccccc1C(=O)Nc1cccc2c1CCCC2	0%	-4%	2.0	46	i	52	3%	13%	0.3%	-1.5%	11%
COc1ccc(C2Nc3ccccc3C(=O)N2Cc2ccco2)cc1COc1ccccc1F (centres undefined)	-26%	-9%	4.6	71	i	50	16%	15%	0.2%	-0.3%	-1%
Cn1c(CC(=O)Nc2ccccc2)nnc1SCC(=O)NC1=NCCS1	-6%	-3%	-2.1	63	i	9	4%	0.9%	0.1%	-0.3%	6%
O=C(COC(=O)c1ccc(Br)cc1)NC1CCCC1	-5%	6%	0.9	51	i	22	2%	0.5%	0.0%	-0.2%	5%
CCOC(=O)C1CCCN(C(=O)CC(c2ccccc2)c2ccccc2)C1 (centres undefined)	-1%	-6%	-1.2	33	i	23	2%	0.4%	0.6%	0.2%	6%
CCOC(=O)c1ccc(-n2c(CN3CCN(CCO)CC3)nc3ccc([N+](=O)[O-])cc3c2=O)cc1	-8%	-2%	1.8	56	i	58	15%	-0.8%	0.2%	-0.4%	6%
O=C(Oc1cccc(O)c1)C1CCCCC1	x	2%	0.5	41	i	60	11%	-1.6%	x	0.2%	x
COc1cc2c(cc1OC)C(COc1ccc(C(C)C)cc1)NCC2 (centres undefined)	-1%	-5%	1.7	45	i	12	9%	-1.6%	0.5%	-0.1%	0%
Cc1noc(C)c1S(=O)(=O)N1CCCN(C(=O)/C=C/c2ccccc2F)CC1	-5%	x	-1.3	89	i	12	x	1.3%	0.6%[50 µM]	x	4%
COc1ccc(C2=CC(=O)C[C@H](c3ccc(OC)c(OC)c3)C2)cn1	0%	x	-0.9	64	i	25	x	1.6%	2.6%	x	12%
COc1ccc(NC(=O)N2CCCc3ccccc32)c(OC)c1	-12%	-5%	0.3	70	i	67	17%	5.2%	0.3%	0.3%	5%
COc1cc(-c2nc3ccc4ccccc4c3c3c2CCC3)cc(OC)c1OC	-6%	2%	8.5	63	i	24	6%	2.7%	3.8%	0.4%	3%
CCN(CC)C(=O)[C@H]1C[C@H](CC(=O)NC(C)(C)C)C(=O)N2CCc3c([nH]c4cc(CCC(=O)N(C)C)ccc34)[C@]12C	-8%	x	-0.5	57	x	x	x	x	0.2%	x	10%	NS5 inhibitors pilot replicate=-1.2

Gathered by group, those above with a Cl atom
SMILES	NS5 inhibitors	PhoP inhibition	NTR1 ag	NTR1 ag cell count 20 µM	T cell HTS	T cell HTS vesicle-bound %	SV40 large T antigen	RSV CPE inhibition	UTI89 phage lysis	West Nile virus CPE	MgcRacGAP inhibition	others
CCC(C)Oc1cc(-c2ccnc(Nc3cccc(Cl)c3)n2)ccn1 (centres undefined)	-10%	-5%	15	67	i	21	17%	-3.5%	2.2%	0.9%	6%
Cc1ccc(C)c(S(=O)(=O)N2CCN(C(=O)CCC(=O)NCc3ccc(Cl)cc3)CC2)c1	-2%	x	0.2	94	i	15	x	-0.5%	-0.6%[50 µM]	x	2%
O=C(Nc1cccnc1)Nc1ccc(F)c(Cl)c1	-12%	1%	0.7	78	i	39	4%	x	-7.1%	-0.5%	12%
COCc1cc(C)n(CC(=O)N/N=C/c2ccc(-c3ccc(Cl)c(C(=O)O)c3)o2)c(=O)c1C#N	5%	-9%	0.6	69	i	33	12%	1.3%	-0.3%	-0.5%	11%
O=C(c1cc(S(=O)(=O)N2CCOCC2)c(Cl)cc1Cl)N1CCCC1	0%	x	-0.2	64	x	x	x	x	0.9%[50 µM]	x	2%
COc1ccc(S(=O)(=O)N2CCN(CC(=O)Nc3cc(Cl)ccc3Cl)CC2)cc1	0%	x	2.1	57	i	48	x	2.5%	0.1%[50 µM]	x	5%
Cn1cc(CN2CCC(n3nccc3NC(=O)c3ccccc3Cl)CC2)cn1	-1%	-4%	0.8	51	i	13	26%	0.7%	0.1%	-0.4%	11%
NC1=NC(=O)/C(=C\c2ccc(-c3ccc(Cl)cc3)o2)S1	19%	-2%	6.4	79	i	54	6%	17%	1.3%	-0.6%	8%
